ERK EGF block – EGF-driven ERK pathway inhibition; HEK293-V1b, EGF-stimulated phospho-ERK AlphaScreen; Potency, µM (doses to about 11.5 µM), inactives show at the top dose activity change, negative = inhibition, hits mostly inhibitors; hit rate 0.41% among 130,000; AID 1454; active means well fitted inhibition curve with a large enough effect; inconclusive means small, poorly fitted or top-dose-only effect, or effect the other way;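 further: plate controls were stimulated vehicle wells for no effect and unstimulated vehicle basal for full effect; nearly all actives have a fitted effect of over 55% in size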
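Phospho-ERK1/2 measured by AlphaScreen (SureFire) after 5 min 25 nM EGF stimulation of V1b-expressing HEK293 cells preincubated 30 min at 37C with titrated compounds; data scaled to DMSO and EGF controls, Hill-fitted AC50.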
* = called active by the depositor; ? = inconclusive; [ ] = dose if it differs, or a comment. Potency means the concentration at half of the fitted maximal effect. The list is partial, so the mix of outcomes need not match the whole.

Compound	ERK EGF block
COc1ccc(C(=O)N(NC(=O)Oc2ccccc2)C(C)(C)C)cc1	4%
COc1ccccc1CNc1ncncc1-c1cccc(C#N)c1	27%
COc1ccccc1C1=NOC(COC(=O)c2ccc([N+](=O)[O-])cc2)C1 (stereo not drawn)	6%[57.5 µM]
CCOc1ccc(Nc2ncnc3ccc([N+](=O)[O-])cc23)cc1	-7%
O=C(NCC(=O)N(CCN1CCOCC1)C(C(=O)NC1CCCC1)c1ccccc1)c1cccs1 (stereo not drawn)	-5%
COc1cccc(CN2CCNC(=O)C2CC(=O)NCc2cn3cccc(C)c3n2)c1OC (stereo not drawn)	-2%
CC1CCCN(C(=O)c2ccc3c(=O)n(C4CCCC4)c(=S)[nH]c3c2)C1 (stereo not drawn)	-9%
Nc1ccccc1C(=O)N1CCCC1	6%[57.5 µM]
Cc1ccc2nc(/N=C(\N)NC(=O)N3c4ccccc4Sc4ccccc43)nc(C)c2c1	8%
CN=c1sc(C(=O)Nc2ccccc2)c(C)n1C	-1%
O=C(N/N=C/c1ccccc1O)/C(=C/c1ccccc1)CCO	-2%
CCc1ccc(OCc2cnc(Cl)s2)cc1	-31%
O=C(O)C1=C[C@H](c2cccs2)C[C@H](OCCCCO)O1	-17%[57.5 µM]
COc1nc(SC)nc(Cl)c1Cc1ccc(OC(C)C)cc1	21%
Cc1ccc2nsnc2c1NC(=O)c1cccc([N+](=O)[O-])c1	11%
COc1ccc(-c2ccnc(-c3ccc(O)cc3)n2)cc1	0%
COCCCNC(=O)CCCn1c(=O)c2ccccc2n(Cc2cccc([N+](=O)[O-])c2)c1=O	-4%
Cc1cc(C)c(Nc2ncnc(N)n2)c(C)c1	6%[57.5 µM]
O=C(N/N=C/c1cccc([N+](=O)[O-])c1)c1cccc(Br)c1	-6%
O=C(CCc1nnc(C2CCCCC2)o1)NCCCOc1cccnc1	-7%[57.5 µM]
CCc1cc(/C(Cc2ccccn2)=N\Nc2ccccc2)c(O)cc1O	-9%
CC(=O)Nc1ccc(NC(=O)CCNS(=O)(=O)c2cccc3nsnc23)cc1	0%
O=C(O)C1C2C=CC(O2)C1C(=O)NCCc1cccc(Cl)c1 (stereo not drawn)	-4%
O=C1NC(c2ccccc2)=N/C1=C/c1ccco1	8%
Cc1nnc(SCc2cc(=O)[nH]c(N3CCN(C)CC3)n2)s1	-9%
CCN(CC)C(=O)CCSc1nnc(-c2ccco2)o1	3%
S=C(Nc1ccccn1)NC1CCCC1	16%
CCCn1c(=O)c2c(nc3n2CCN3Cc2ccco2)n(C)c1=O	6%
CCN(CC(=O)NC(C)C)C(=O)Cc1ccc(C)c(C)c1	2%
Cc1c([N+](=O)[O-])cc(C(=O)NCc2ccc(F)cc2)cc1[N+](=O)[O-]	-1%

6 compounds from above, arranged by formula weight, lowest first.
Compound	ERK EGF block
S=C(Nc1ccccn1)NC1CCCC1	16%
CCN(CC(=O)NC(C)C)C(=O)Cc1ccc(C)c(C)c1	2%
Cc1nnc(SCc2cc(=O)[nH]c(N3CCN(C)CC3)n2)s1	-9%
O=C(N/N=C/c1cccc([N+](=O)[O-])c1)c1cccc(Br)c1	-6%
O=C(CCc1nnc(C2CCCCC2)o1)NCCCOc1cccnc1	-7%[57.5 µM]
CC(=O)Nc1ccc(NC(=O)CCNS(=O)(=O)c2cccc3nsnc23)cc1	0%

Next part.
Compound	ERK EGF block
Nc1nc(N2CCCCC2)c(C=O)c(N2CCCCC2)n1	-5%
Cn1c(O)c(N=NC(=O)c2ccco2)c2ccccc21	1%
COc1cc(NC(=O)c2ccccc2F)c(OC)cc1NC(=O)CN1CCOCC1	6%
CC(C)c1ccccc1-n1c(SCc2cc(=O)oc3ccc4ccccc4c23)nnc1-c1cccnc1	?
C=C(C)C1CC=C(C)/C(=N/NC(=O)c2ccoc2C)C1 (stereo not drawn)	-1%
O=C(Cc1ccc(Cl)cc1Cl)OCC(=O)N1CCN(C(=O)c2ccco2)CC1	4%
CCC(=O)Nc1nnc(C)s1	1%
O=C1c2ccccc2C(Cc2ccnc(F)c2)(Cc2ccnc(F)c2)c2ccccc21	6%
CCOc1cc(/C=N/n2cnnc2)ccc1OS(=O)(=O)c1ccccc1	-1%
COc1cc(C(=O)NCCN2C(=O)S/C(=C\c3ccc(F)cc3)C2=O)ccc1OCC(=O)N1CCOCC1	6%[57.5 µM]
S=C(Nc1ccc2nsnc2c1)N1CCCCC1	-9%
Cc1ccc(CNC(=O)C2COc3ccccc3O2)cc1 (stereo not drawn)	2%
Nc1nc(SCC(=O)c2cccs2)n[nH]1	-6%
CC(C)C1Nc2ccc(S(=O)(=O)N3CCOCC3)cc2NC1=O (stereo not drawn)	11%
O=C1c2ccccc2NC2(CCCC2)N1N=C1CCCC1	-2%
O=C(O)c1ccc(NCc2nc3ccccc3n2CCOc2ccccc2Cl)cc1	-8%
CC(C)(C)CN1CCNC(=O)C1CC(=O)N1CCN(c2ccccc2)CC1 (stereo not drawn)	-9%[57.5 µM]
COc1cc(OC)c(NC(=S)Nc2cc(Cl)cc(Cl)c2)cc1Cl	-2%
COc1ccccc1N1CCN(CC(=O)NCCc2ccc(S(N)(=O)=O)cc2)CC1	6%
CCN(CC)CC(=O)Nc1sc2c(c1C(=O)c1ccccc1OC)CCC2	0%
Cc1cccc(Sc2ccc([N+](=O)[O-])cn2)c1	13%
CCOC(=O)C1(CCOc2ccccc2)CCN(Cc2ccncc2)CC1	-6%
CC(C)N1CCN(Cc2cccn2-c2nccs2)CC1CCO (stereo not drawn)	?
O=C(CSc1nc(-c2ccco2)cc(C(F)(F)F)n1)N1CCN(c2ccc(Cl)cc2)CC1	0%
Cc1cc(Cl)c(OCCOCCN2CCCC(C)C2)c(Br)c1 (stereo not drawn)	-7%
CCCCCn1c(CN2CCN(C(=O)c3ccco3)CC2)nc2c1c(=O)n(C)c(=O)n2C	7%[57.5 µM]
O=C(O)c1ccc(NCCc2ccc(Cl)cc2)c([N+](=O)[O-])c1	14%
N/C(=N\OC(=O)c1cccc(Cl)c1)c1ccccn1	2%
O=C(C1CCCN(S(=O)(=O)c2cccc3nonc23)C1)N1CCN(c2ccccc2Cl)CC1 (stereo not drawn)	6%
O=C(COC(=O)C1COc2ccccc2O1)Nc1cccc(S(=O)(=O)N2CCCCC2)c1 (stereo not drawn)	11%
CCC(=O)Nc1cccc(NC(=O)c2cccc([N+](=O)[O-])c2C)c1	-3%
CCc1cccc(NC(=O)CN(C)S(=O)(=O)c2cccs2)c1	-19%
COC(=O)Cn1c2[n+](c3ccccc31)CC(O)CS2 (stereo not drawn)	4%
O=[N+]([O-])c1ccc(O)c(C(C#Cc2ccccc2)N2CCOCC2)c1 (stereo not drawn)	-9%[57.5 µM]
COc1ccc(C[C@H]2CN3C(=NC[C@@H]3Cc3ccccc3)N2CCNC(=O)CCC2CCCCC2)cc1	-13%[57.5 µM]
COC(=O)c1ccc(NC(=O)Nc2ccc(OC)cc2)cc1	-7%
O=C(Nc1ccc2ncccc2c1)c1ccccc1Cl	1%
N[C@@H](Cc1ccc(O)cc1)c1nnc([C@H](CO)NC(=O)C2CCNCC2)o1	1%[57.5 µM]
Cc1cc(C(=O)N/N=C/c2ccc[nH]2)no1	3%
CCCn1nnc(NC(=O)/C=C/c2ccccc2)n1	-7%
Cc1cc(C)c(NC(=O)C(=O)NCc2ccco2)c(C)c1	6%
O=C(CCc1nnc(-c2ccc3c(c2)OCO3)o1)NC(c1cccnc1)C(F)(F)F (stereo not drawn)	-3%
COC(=O)COc1ccc2cccc(-n3cnnn3)c2c1	1%
CCC1(C)Cc2ccccc2-c2nc(NCCO)n(-c3ccccc3)c(=O)c21 (stereo not drawn)	1%
Cc1sc2nc(-c3cccnc3)nc(Cl)c2c1-c1ccccc1	3%
CCCN(CCC)C(=O)c1cc2c(=O)[nH]c3ccc(C)cc3c2s1	-8%
O=C(CN1CCN(C(c2ccccc2)c2ccccc2)CC1)Nc1ccc(N2CCOCC2)cc1	-4%
Cc1csc2ncnc(NC3CCN(Cc4ccccc4)CC3)c12	-18%[57.5 µM]
COc1cccc(OC)c1C1=NC(C)(C)CO1	-4%[57.5 µM]
O=C(Nc1cccnc1)c1cc([N+](=O)[O-])ccc1Cl	1%[57.5 µM]
COCc1ccc(CN2CCCC(CCC(=O)NCc3ccc(C)o3)C2)o1 (stereo not drawn)	?
COc1ccc2ccccc2c1/C=N/N1C(=O)CSC1=S	4%
COc1ccc(-c2noc(CSc3nc4sc(C)c(C)c4c(=O)n3-c3ccccc3)n2)cc1	-8%
CC1=CC(=O)c2ccccc2C1=O	-13%
COc1ccc(C2Nc3ccccc3C(=O)N2c2ccccc2)cc1CSc1ccccn1 (stereo not drawn)	5%
COc1cccc(NC(=S)N(Cc2ccco2)C(C)c2ccco2)c1 (stereo not drawn)	3%
CCC(C)NC(=O)Cn1cnc2sc(C)c(S(=O)(=O)N3CCN(c4ncccn4)CC3)c2c1=O (stereo not drawn)	0%
CCCCNC(=S)N/N=C/c1sccc1C	-5%
CCOc1ccc(CCNC(=O)CSc2cc(=O)n(CC)c3ccccc23)cc1OCC	2%
N#CC1(c2ccccc2)CCC(=O)N1Cc1ccccc1 (stereo not drawn)	0%[57.5 µM]

New compounds follow
Compound	ERK EGF block
O=C(CSc1nc2scc(-c3ccccc3)c2c(=O)[nH]1)NC1CCCCC1	-5%[57.5 µM]
CC(C)(C)/C=N/NC(=O)C1CC1	7%[57.5 µM]
c1ccc2c(NCCCN3CCOCC3)c3ccccc3nc2c1	-2%
CCCCCCCCNC(=O)/C(C#N)=C/c1ccc(SC)cc1	7%
COc1ccc(-c2nc(=S)c3ccc4ccccc4c3[nH]2)cc1	2%
Cc1ccc(/C=N/NC(=O)c2cccnc2)s1	-6%[57.5 µM]
CCCN(CC1CC1)C(=S)Nc1ccc(Oc2ccccc2)cc1	0%
CC(=O)Nc1ccc(S(=O)(=O)N2CCC(C(=O)O)CC2)cc1	-4%
CSc1nc(-c2ccccc2F)c(C#N)c(=O)n1C	-5%
COC(=O)c1ccc(C(NC(=O)OCc2ccccc2)/C(=C/[C@@H](C)C(=O)NCC2CC2)c2cccnc2)cc1 (stereo partly drawn)	?
COc1ccc(/C(C)=N/NC(=O)Cn2nc([N+](=O)[O-])cc2C)cc1	2%[57.5 µM]
O=C(/C=C/c1cccc([N+](=O)[O-])c1)N1CCOCC1	7%
COc1ccccc1C(=O)Oc1ccccc1C(=O)Nc1ccccc1	-9%
Cc1cc(=S)[nH]c(=S)[nH]1	-3%[57.5 µM]
Cc1nc2cnc(Oc3cccc(Cl)c3)nc2n(C[C@H]2CCCO2)c1=O	-2%

Given with the structure last: part of the list above.
| ERK EGF block | SMILES |
| --- | --- |
| ? | COC(=O)c1ccc(C(NC(=O)OCc2ccccc2)/C(=C/[C@@H](C)C(=O)NCC2CC2)c2cccnc2)cc1 (stereo partly drawn) |
| 2%[57.5 µM] | COc1ccc(/C(C)=N/NC(=O)Cn2nc([N+](=O)[O-])cc2C)cc1 |
| 7% | O=C(/C=C/c1cccc([N+](=O)[O-])c1)N1CCOCC1 |
| -9% | COc1ccccc1C(=O)Oc1ccccc1C(=O)Nc1ccccc1 |

Other results
Compound	ERK EGF block
Cc1cc(/C=C(/C#N)c2nc3ccccc3[nH]2)c(C)n1-c1ccccc1C(=O)O	29%[57.5 µM]
COC(=O)c1c(C)[nH]c(C(=O)/C=C/c2ccc(C)cc2)c1C	-12%[57.5 µM]
CC(=O)c1c(C)[nH]c(-c2ccccc2)nc1=S	0%[57.5 µM]
Cc1ccc(NC(=O)/C(=C\c2cccs2)NC(=O)c2ccccc2)cc1	5%
CCOc1ncccc1C(=O)OCC(=O)c1cc(OC)c(OC)c(OC)c1	-10%[57.5 µM]
COc1ccc(NC2=CC(=O)CC(c3ccccc3)C2)cc1 (stereo not drawn)	-6%
Cc1cccc(NC(=O)CSc2nncn2-c2ccccn2)c1	2%
COc1ccc(C(=O)NCCc2nc3cc([N+](=O)[O-])ccc3n2C)cc1	7%[57.5 µM]
COC(=O)N/N=C/c1cc(Cl)cc(Cl)c1OCc1ccc(F)cc1	3%
CC(=O)Nc1ccc(NC(=S)NC(=O)c2oc3ccccc3c2C)cc1	-2%
CCCC(=O)Nc1sc2c(c1C#N)CCCCC2	8%
Fc1ccc(CNC(=S)Nc2ccc(OC(F)F)cc2)cc1	-8%
CNc1ccc(/C=C/C(=O)c2ccc3c(c2)OCCO3)cc1[N+](=O)[O-]	?
CC(C)C[C@H](NC(=O)Nc1ccc2c(c1)OCCO2)C(=O)O	9%[57.5 µM]
COc1ccc(C2CC(=O)N(CC(=O)NCC3CCCO3)c3ccccc3S2)cc1 (stereo not drawn)	-1%
COc1cc2c3c(c1)c(N=NC(N)=S)c(O)n3C(C)(C)C=C2C	-26%[57.5 µM]
CCCNC(=O)COC(=O)c1cccnc1Nc1ccccc1F	2%
CCc1c(C)sc(NC(=S)Nc2nc(C)cc(C)n2)c1C(=O)OC	-1%
CSc1nc(-c2ccc(Cl)cc2)nn1S(=O)(=O)c1ccccc1	3%
CCc1ccc(C2C3=C(CC(C)(C)CC3=O)OC3=C2C(=O)CC(C)(C)C3)cc1	7%
CCc1nc(C)cn1S(=O)(=O)c1ccc([N+](=O)[O-])cc1	0%
Cc1ccc(N2C(=O)c3ccc(C(=O)N4CCN(c5ccccc5F)CC4)cc3C2=O)cc1	-6%

Compound activity from PubChem BioAssay.
